Screening results as filed in PubChem BioAssay.
Fam108B inh – counter-screen for RBBP9 inhibitors: inhibitors of mouse Fam108B | recombinant Fam108B, FP-Rh probe fluorescence polarization | inhibition, % at 9.51 µM | 0.33% of 300,000 active | AID 1947;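 active = inhibition above the screen mean inhibition plus 3 SD, computed separately per campaign, cut at about 18% in these data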;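 also: inhibitors lower polarization as less probe binds the enzyme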
EBNA-1 inhibitor – blocks EBNA-1 binding to DNA. inhibition, % at 14.8 µM. 0.34% of 300,000 active. EBNA-1 DNA binding, fluorescence polarization; in the data active = inhibition above about 28%
ZTA DNA inh – ZTA (EBV) inhibition in EBNA-1 counter-screen; P03206; ZTA-DNA binding, fluorescence polarization; inhibition, % at 11 µM; 0.15% of 320,000 active; AID 2234; in the data active = inhibition above about 33%
Target sequence (P03206 whole entry, looked up): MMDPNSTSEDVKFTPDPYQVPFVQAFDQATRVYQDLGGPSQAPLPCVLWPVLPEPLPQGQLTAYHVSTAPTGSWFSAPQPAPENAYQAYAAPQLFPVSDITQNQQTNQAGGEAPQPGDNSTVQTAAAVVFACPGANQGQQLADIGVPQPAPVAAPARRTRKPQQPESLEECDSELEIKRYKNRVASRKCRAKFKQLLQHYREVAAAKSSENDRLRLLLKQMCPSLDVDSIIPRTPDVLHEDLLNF
MEX-5 binding – C. elegans MEX-5 TCR-2 RNA binding activity; MEX-5/FITC-TCR2 RNA binding, fluorescence polarization; active compounds read low; activity score (negative = inhibition of binding), % at 10 µM; 0.38% of 300,000 active; AID 1832;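 active = inhibition past about -25% in most replicates, and total fluorescence under double the plate's negative control median, limit read from the data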;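 also: 0% = DMSO and -100% = 5 µM competing unlabeled TCR2 RNA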
CR mimetic SO – caloric restriction mimetics inhibiting age-related superoxide in yeast; superoxide response (% of plate mean), % at 10 µM; 0.18% of 330,000 active; S. cerevisiae aged cells, superoxide DHE fluorescence; active compounds read low;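 active = superoxide response under a set limit, about three screen SD below normal, cut at about 65% in these data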;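 also: yeast aged for seven days with compound at 30 °C before DHE staining; 100% = average MFI of all compound-treated wells on the plate with controls excluded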
MCL1-BIM inh – disrupts human MCL1 binding to BIM-BH3 peptide. Q07820. GST-MCL1 / FITC-Bim-BH3 fluorescence polarization. inhibition, % at 10.9 µM. 0.68% of 320,000 active. AID 2057;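 active = inhibition above the mean inhibition of all tested compounds plus 3 SD, set per campaign, cut at about 40% in these data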;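 also: 0% = DMSO wells and 100% = unlabeled Bim-BH3 peptide control; higher means more loss of mP so more displacement of Bim peptide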
Bcl-xL primary – Bcl-xL (human) inhibition. GST-Bcl-xL / FITC-Bim BH3 peptide fluorescence polarization. AID 2129. inhibition, % at 10.9 µM. 0.7% of 320,000 active. Q07817;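 active = inhibition above the mean of all tested compounds plus 3 SD, cutoff set per campaign, cut at about 30% in these data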;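 also: 0% = DMSO wells and 100% = unlabeled Bim-BH3 peptide competitor; inhibitors lower millipolarization by displacing the labeled peptide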
Target sequence (Q07817 whole entry, looked up): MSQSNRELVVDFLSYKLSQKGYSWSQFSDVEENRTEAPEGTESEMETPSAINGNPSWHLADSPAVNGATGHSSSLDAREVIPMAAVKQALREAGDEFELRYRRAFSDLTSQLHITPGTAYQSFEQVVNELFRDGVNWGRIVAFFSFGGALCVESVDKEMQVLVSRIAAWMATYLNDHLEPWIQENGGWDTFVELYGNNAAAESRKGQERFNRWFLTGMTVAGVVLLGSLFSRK
GLD-1 RNA inh – GLD-1-TGE RNA interaction inhibition (C. elegans); purified GLD-1 + fluorescein TGE RNA, fluorescence polarization; inhibition, % at 5.96 µM; 0.44% of 320,000 active;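 active = percent inhibition above a per-plate cutoff, the plate mean of test compounds plus 3 SD, cut at about 30% in these data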;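 also: 0% = DMSO wells with GLD-1 and probe and 100% = wells lacking GLD-1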
Target sequence (Q17339 whole entry, looked up): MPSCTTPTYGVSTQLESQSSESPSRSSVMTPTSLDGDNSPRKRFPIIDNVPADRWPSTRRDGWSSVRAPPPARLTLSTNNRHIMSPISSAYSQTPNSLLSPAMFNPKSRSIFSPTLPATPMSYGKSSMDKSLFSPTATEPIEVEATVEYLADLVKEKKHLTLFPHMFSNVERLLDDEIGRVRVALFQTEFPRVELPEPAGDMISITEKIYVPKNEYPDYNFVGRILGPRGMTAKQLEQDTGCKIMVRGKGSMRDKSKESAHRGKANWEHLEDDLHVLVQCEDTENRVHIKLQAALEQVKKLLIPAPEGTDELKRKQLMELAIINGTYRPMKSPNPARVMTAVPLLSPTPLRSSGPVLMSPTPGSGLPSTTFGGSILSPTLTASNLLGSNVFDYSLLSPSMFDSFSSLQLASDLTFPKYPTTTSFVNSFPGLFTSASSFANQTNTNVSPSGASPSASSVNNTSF
Efflux pump inh – inhibitors of Candida antifungal efflux pumps expressed in yeast; S. cerevisiae Candida pump triplex, Nile Red efflux; inhibition, % at 10 µM; 0.44% of 330,000 active; AID 485275;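 active = plate passing quality check with inhibition over a set limit, or well fluorescence over plate mean plus 4 SD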;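 also: Nile Red retained in pooled yeast measured as flow cytometry median fluorescence; 0% = buffer negative control and 100% = Enniatin B positive control; higher means more Nile Red kept so more efflux inhibition; some compounds called inactive have numbers as strong as hits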
* marks the source's active call; other numbers are inactive results; . = not tested or not shown. Compounds as they come; about 2.3% have a hit in one of these screens.

1	COc1cccc(C(=O)NCc2nnc(SCC(=O)Nc3nccs3)n2-c2ccccc2)c1
2	C#CCN1CC(C)/C(=N/O)CC1C (stereo not given)
3	COc1ccc(C(=O)COC(=O)Cc2c[nH]c3ccccc23)c(OC)c1
4	CCCOC(=O)CCCN1C(=O)/C(=C2\SC(=S)N(CCCC(=O)OCCC)C2=O)SC1=S
5	C=CCNCCCCOc1ccc(Br)cc1C
6	Cc1cc(N/N=C/c2ccccc2Cl)nc(NCc2ccccc2)n1
7	COc1ccccc1CNC(=O)CCNS(=O)(=O)c1ccc2c(c1)oc(=O)n2C
8	Cn1c(=O)c2c(ncn2CC(=O)OCC(=O)Nc2ccc(F)cc2F)n(C)c1=O
compound no.	1	2	3	4	5	6	7	8
Fam108B inh	-1	2	0	-1	4	4	-1	.
EBNA-1 inhibitor	-1	-11	-2	-5	-6	-17	-7	.
ZTA DNA inh	2	-1	-1	3	2	-31	1	1
MEX-5 binding	0.8	2.1	-1.5	0.6	-0.7	1.6	-5.0	.
CR mimetic SO	92	107	95	100	90	112	76	100
MCL1-BIM inh	2	-4	-16	13	1	1	-4	3
Bcl-xL primary	0	4	-5	2	2	-1	-1	5
GLD-1 RNA inh	4	7	1	1	6	10	-2	4
Efflux pump inh	-0.2	0.1	-0.1	0.4	0.2	-0.1	0.0	-0.1

9	O=C(C1=NN(c2ccccc2)C2C(=O)N(c3ccccc3)C(=O)C12)c1ccccc1 (stereo not given)
10	COc1cc(NC(=O)Cc2ccc(S(=O)(=O)N3CCOCC3)s2)c(OC)cc1Cl
11	CCn1c(Cc2ccccc2)nnc1SCC(=O)Nc1ccc(OC)cc1
12	COc1ccc(OCC(=O)NC2CCCN(Cc3ccc(Cl)cc3)C2)cc1 (stereo not given)
13	CC(C)(C)OC(=O)N/N=C\c1ccc(OC(=O)c2ccco2)cc1
14	CC(=O)Nc1ccc(-c2nc3ccccc3c(=O)o2)cc1
15	Cc1nnc(SCC(=O)NCc2ccccc2Cl)[nH]c1=O
16	CN(c1ccccc1)S(=O)(=O)c1cccc(NC(=O)c2cncc(Br)c2)c1
compound no.	9	10	11	12	13	14	15	16
Fam108B inh	-4	-1	4	2	0	-3	-2	-2
EBNA-1 inhibitor	4	-10	-2	2	-1	-21	8	8
ZTA DNA inh	-1	-15	-6	11	8	-4	2	6
MEX-5 binding	-37*	0.8	-3.0	-0.2	0.2	0.4	0.5	-0.3
CR mimetic SO	97	92	99	105	98	96	84	113
MCL1-BIM inh	1	-2	2	-7	4	-6	2	5
Bcl-xL primary	11	4	1	-2	5	-1	3	-1
GLD-1 RNA inh	-10	4	6	-4	-4	1	-3	-2
Efflux pump inh	0.2	-0.1	0.0	0.1	-0.2	0.2	-0.1	0.0

17	Cc1ccc(C(=O)NC(C)c2ccccc2)o1 (stereo not given)
18	Cc1ccc(C(=O)OCC(=O)NCc2cccs2)cc1S(=O)(=O)N1CCOCC1
19	COc1ccc(N2C=C3C(=O)C(C)(OC(=O)CCc4ccccc4)C(=O)C=C3C=C2c2ccc(C#N)cc2)cc1 (stereo not given)
20	O=C1c2ccccc2C(=O)N1CC#CCN1CCN(C2CCCCC2)CC1
21	O=C(NC(=S)Nc1cccc(Cl)c1Cl)C1CC1
22	COc1ccccc1C(=O)N1CCCC(c2nc(-c3cc(OC)c(OC)c(OC)c3)no2)C1 (stereo not given)
23	Cc1nc(C(=O)N2CCOCC2)sc1C1(C)CC(c2ccccc2)=NO1 (stereo not given)
24	CCn1cc(CN2CCC(C(=O)Nc3ccc(Oc4cccnc4)cc3)CC2)c(C)n1
compound no.	17	18	19	20	21	22	23	24
Fam108B inh	-1	-4	-2	2	1	-1	5	-1
EBNA-1 inhibitor	-10	5	10	5	-8	-3	-10	10
ZTA DNA inh	-8	-13	11	23	0	2	-1	-2
MEX-5 binding	1.0	0.8	3.6	-1.0	-1.9	0.3	-0.3	1.3
CR mimetic SO	129	80	100	95	109	96	103	89
MCL1-BIM inh	1	-6	3	7	13	1	-2	3
Bcl-xL primary	4	-8	5	6	3	2	3	4
GLD-1 RNA inh	5	4	0	2	-1	4	-7	0
Efflux pump inh	0.0	0.1	-0.1	-0.1	-0.2	-0.1	0.0	0.0

25	COc1ccc(N/C(=C2\CCCC2=O)C2CCCCC2)cc1
26	CC[C@@H](C)[C@@H](C(=O)N1CCNCC1)n1cc(CCC(=O)O)nn1
27	COc1ccc(OC)c(-c2oc3ccccc3c(=O)c2O)c1
28	COc1cc(CNn2c(C)n[nH]c2=S)cc(Br)c1OCc1ccc(F)cc1
29	CN(C)CCCNc1c2c(nc3cc(-c4cccc(F)c4)nn13)CCC2
30	CN(C)CCCN(C(=O)COc1ccccc1)c1nc2cc3c(cc2s1)OCO3
31	CC(=O)Nc1ccc(NS(=O)(=O)c2c(Cl)cccc2Cl)cc1
32	Brc1ccccc1-c1nnc(COc2cccc3cccnc23)o1
compound no.	25	26	27	28	29	30	31	32
Fam108B inh	0	0	0	0	2	6	-4	5
EBNA-1 inhibitor	0	4	-8	1	2	3	-1	-5
ZTA DNA inh	-5	17	0	3	-10	1	7	-9
MEX-5 binding	-0.5	-1.2	-0.8	-1.9	-0.6	1.7	2.4	-0.5
CR mimetic SO	91	103	92	99	114	83	98	106
MCL1-BIM inh	7	0	-2	-7	10	7	3	0
Bcl-xL primary	7	6	2	-7	4	0	-1	-3
GLD-1 RNA inh	-3	3	4	2	7	5	4	-2
Efflux pump inh	0.0	-0.2	-0.2	0.1	-0.3	-0.1	0.0	-0.1

33	COc1cc(CN(C)CCc2ccccn2)cc(OC)c1OC
34	O=[N+]([O-])c1ccc(N2CCNCC2)c(S(=O)(=O)N2CCOCC2)c1
35	Cc1cccc2cc(C3CC(c4ccco4)=NN3C(=O)CCC(=O)O)c(Cl)nc12 (stereo not given)
36	Cc1nc(C)c(C(=O)C2=C(O)C(=O)N(CCN3CCOCC3)C2c2cccnc2)s1 (stereo not given)
37	Cc1cc(C)n(-c2cc(=O)n(C)c(=O)n2C)n1
38	O=C1/C(=C/c2ccc(N3CCCC3)cc2)NC(=S)N1C1CC1
39	O=C(NCc1ccccc1)C1=C[C@@H](c2ccc(C(F)(F)F)cc2)C[C@@H](OCc2ccc(CO)cc2)O1
40	S=C(NCCc1ccccn1)NC1CCCCC1
compound no.	33	34	35	36	37	38	39	40
Fam108B inh	-4	0	0	0	-3	-7	-3	-1
EBNA-1 inhibitor	3	0	7	-11	-5	-6	-10	6
ZTA DNA inh	8	-5	0	9	-14	9	-30	-19
MEX-5 binding	-3.6	0.5	-0.3	-1.5	1.4	4.3	-2.3	-0.7
CR mimetic SO	85	121	97	103	96	99	.	99
MCL1-BIM inh	-4	13	8	4	-7	-101	0	6
Bcl-xL primary	-1	4	5	1	6	-53	1	0
GLD-1 RNA inh	0	11	1	1	3	-111	12	0
Efflux pump inh	-0.1	0.6	-0.2	0.2	-0.2	0.5	.	-0.2

41	CC(C)C(C)NC(=O)COc1ccc([N+](=O)[O-])cc1Cl (stereo not given)
42	COc1ccccc1NC(=O)CSc1nnc(C2CCCCC2)n1-c1ccccc1
43	CC(C)(CNC(=O)Cc1ccc(NS(=O)(=O)c2cccc(C(F)(F)F)c2)cc1)N1CCOCC1
44	COCCN(C(=O)CCC(=O)Nc1cc(C)on1)C(C(=O)NC1CCCC1)c1ccccc1F (stereo not given)
45	Cc1cc(OCc2cc(C(=O)N(C)Cc3ccccn3)no2)cc(C)c1Cl
46	CCC(C)(C)n1nnnc1C(c1ccc2ncccc2c1)N1CCN2CCCC2C1 (stereo not given)
47	CC(=O)O[C@H](CC(=O)O)C[N+](C)(C)C
48	COc1ccc2c(c1)Cc1sc(NC(C)=O)nc1-2
compound no.	41	42	43	44	45	46	47	48
Fam108B inh	0	-2	3	-5	4	-2	1	3
EBNA-1 inhibitor	2	-9	-10	-9	-2	4	4	-2
ZTA DNA inh	-7	-17	1	-21	-19	-1	-8	-2
MEX-5 binding	2.5	2.4	-1.1	2.4	-4.9	-1.7	-0.2	0.9
CR mimetic SO	117	108	116	100	100	97	98	82
MCL1-BIM inh	5	-12	2	-1	4	1	3	7
Bcl-xL primary	-1	-4	6	0	4	0	2	6
GLD-1 RNA inh	0	5	7	11	6	3	4	4
Efflux pump inh	-0.1	0.1	0.0	0.1	0.6	-0.1	-0.2	0.5

49	CCCNC(=O)Cn1cnc2sc(C(=O)NCCCN3CCOCC3)c(C)c2c1=O
50	COc1ccc(C(=O)NCC(=O)OCc2ccc(F)cc2Cl)cc1OC
51	Cc1ccc(N(CCC#N)C(=O)COC(=O)c2ccccn2)cc1
52	O=C(N1CCCCC1)N1CCN(c2ccc(Cl)cc2)CC1
53	Cc1cc(C)c(NC(=O)COC(=O)CCn2c(C)csc2=O)c(C)c1
54	O=C(Nc1ccc(S(=O)(=O)Nc2cnc3ccccc3n2)cc1)c1ccccc1Br
compound no.	49	50	51	52	53	54
Fam108B inh	0	3	2	2	9	-3
EBNA-1 inhibitor	-10	4	0	-7	-1	-1
ZTA DNA inh	-5	-7	0	14	-15	3
MEX-5 binding	0.6	-2.0	2.3	-0.9	0.3	0.1
CR mimetic SO	97	105	99	112	102	99
MCL1-BIM inh	7	-18	9	2	4	-8
Bcl-xL primary	1	-3	12	0	1	-2
GLD-1 RNA inh	0	-2	-2	8	4	-6
Efflux pump inh	0.1	-0.3	-0.4	-0.1	-0.1	0.1

Random excerpt: four entries already listed.
7	COc1ccccc1CNC(=O)CCNS(=O)(=O)c1ccc2c(c1)oc(=O)n2C
18	Cc1ccc(C(=O)OCC(=O)NCc2cccs2)cc1S(=O)(=O)N1CCOCC1
41	CC(C)C(C)NC(=O)COc1ccc([N+](=O)[O-])cc1Cl (stereo not given)
35	Cc1cccc2cc(C3CC(c4ccco4)=NN3C(=O)CCC(=O)O)c(Cl)nc12 (stereo not given)
compound no.	7	18	41	35
Fam108B inh	-1	-4	0	0
EBNA-1 inhibitor	-7	5	2	7
ZTA DNA inh	1	-13	-7	0
MEX-5 binding	-5.0	0.8	2.5	-0.3
CR mimetic SO	76	80	117	97
MCL1-BIM inh	-4	-6	5	8
Bcl-xL primary	-1	-8	-1	5
GLD-1 RNA inh	-2	4	0	1
Efflux pump inh	0.0	0.1	-0.1	-0.2
